# AI-2 QS modul: modulates the Vibrio harveyi AI-2 quorum sensing system. Vibrio harveyi JMH597 AI-2 luminescence/OD600 ratio, 9 h; hits give low values; strain lacks LuxN and CqsS sensors; 0 = neutral-control median. hit rate 0.4% among 300,000. activity change, % at 7.5 µM; in the data active = activity change below about -75%, passing the limit was not always enough;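 note: luminescence divided by OD600 gain over 9 h not by final OD600 alone; inactives centre near 13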
# HSF1 inh: HSF1 inhibition; NIH3T3-HGL HSE-luciferase, MG132-induced, luminescence 8 h; hits give low values; activity change, negative = inhibition, % at 7.5 µM (by protocol); hit rate 0.77% among 300,000; AID 2098;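 active = more than half of replicate wells show activity change below -50%, luminescence cut by over half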;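 note: luciferase reports HSF-1 transcriptional activity via heat shock element; 0% = median of DMSO wells and -100% = zero luminescence signal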
# HSF1 activator: increases HSF-1 driven luciferase reporter signal. NIH3T3-HGL HSF-1 luciferase reporter, MG132, 8 h; 100% = twice DMSO control signal. activation, % at 9 µM. hit rate 1.7% among 300,000. AID 504408;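 active = mean replicate activation of at least 50% with a set share of replicates each reaching 50%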;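 note: 0% = median of the neutral control wells and 100% = twice that signal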
# KLF5 inhibitor: suppresses KLF5 promoter-driven expression. DLD-1 KLF5 promoter-luciferase reporter, luminescence. inhibition, % at 5 µM. hit rate 0.23% among 290,000. AID 1700;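 active = inhibition above a per-plate limit of that plate's mean compound inhibition plus 3 SD, cut at about 60% in these data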;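 note: 0% = DMSO wells and 100% = LY294002 at 200 µM; higher means less KLF5 promoter-driven luciferase light; inactives centre near -14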
# IEC-6 tox: counter-screen for KLF5 inhibitors: cytotoxicity in IEC-6 cells; IEC-6 cytotoxicity, luminescence viability; inhibition, % at 5 µM; hit rate 0.78% among 290,000; in the data active = inhibition above about 22%;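 note: 0% = plate median of test compound wells and 100% = cytotoxic reference compound wells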
# GSK3A inh: inhibitors of human GSK-3 alpha kinase; ADP-Glo luminescence, 60 min; inhibition, % at 10 µM; hit rate 0.1% among 320,000;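 in the data active = inhibition above about 50%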;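 note: GST-tagged GSK-3 alpha with peptide substrate and 25 µM ATP; 0% = DMSO neutral wells and 100% = GW8510 positive control wells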
# Target sequence (P49840 whole entry, looked up): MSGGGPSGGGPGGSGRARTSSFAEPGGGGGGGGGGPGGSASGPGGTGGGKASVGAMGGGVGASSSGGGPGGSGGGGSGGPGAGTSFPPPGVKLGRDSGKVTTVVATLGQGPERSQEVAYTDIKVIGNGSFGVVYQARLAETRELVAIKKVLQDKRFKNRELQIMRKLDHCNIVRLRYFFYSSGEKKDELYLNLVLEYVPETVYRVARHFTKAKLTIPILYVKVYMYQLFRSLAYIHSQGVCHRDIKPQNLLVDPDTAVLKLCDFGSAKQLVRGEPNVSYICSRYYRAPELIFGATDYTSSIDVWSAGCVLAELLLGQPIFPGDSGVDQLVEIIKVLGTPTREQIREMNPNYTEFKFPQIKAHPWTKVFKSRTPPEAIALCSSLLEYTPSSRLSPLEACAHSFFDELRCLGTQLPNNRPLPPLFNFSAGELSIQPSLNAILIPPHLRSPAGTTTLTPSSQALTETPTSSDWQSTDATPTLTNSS
# HSP90 inh: HSP90 refolding inhibition in rabbit reticulocyte lysate; luciferase refolding luminescence, 3 h; inhibition, % at 5.6 µM; hit rate 0.91% among 290,000;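 active = inhibition above the screen-wide mean plus 3 SD, computed separately per campaign, cut at about 16% in these data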;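 note: 0% = DMSO wells and 100% = 60 µM geldanamycin wells; inhibitors lower the luminescence because luciferase stays unfolded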
# aSyn 5UTR inh: 5' untranslated region of α-synuclein, MLPCN primary screen; alpha-synuclein 5'UTR reporter, inhibitor activity; inhibition, % (tested at 7.5 µM); hit rate 0.82% among 300,000; AID 1813; in the data active = inhibition above about 60%;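 note: H4 neuroglioblastoma cells stably carrying SNCA 5'UTR luciferase fusion; 0% = DMSO wells and 100% = positive control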
# GSK3beta inhib: human GSK3beta kinase inhibition | AID 2097 | GST-GSK3beta kinase, ADP-Glo luminescence, 60 min; hits give low values | activity score (negative = inhibition), % at 10 µM | P49841 | hit rate 0.038% among 300,000;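 active = more than half of replicate wells score below -50%, meaning over 50% inhibition versus plate controls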;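 note: 0% = median DMSO wells and -100% = median GW8510 positive control wells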
# Target sequence (P49841 whole entry, looked up): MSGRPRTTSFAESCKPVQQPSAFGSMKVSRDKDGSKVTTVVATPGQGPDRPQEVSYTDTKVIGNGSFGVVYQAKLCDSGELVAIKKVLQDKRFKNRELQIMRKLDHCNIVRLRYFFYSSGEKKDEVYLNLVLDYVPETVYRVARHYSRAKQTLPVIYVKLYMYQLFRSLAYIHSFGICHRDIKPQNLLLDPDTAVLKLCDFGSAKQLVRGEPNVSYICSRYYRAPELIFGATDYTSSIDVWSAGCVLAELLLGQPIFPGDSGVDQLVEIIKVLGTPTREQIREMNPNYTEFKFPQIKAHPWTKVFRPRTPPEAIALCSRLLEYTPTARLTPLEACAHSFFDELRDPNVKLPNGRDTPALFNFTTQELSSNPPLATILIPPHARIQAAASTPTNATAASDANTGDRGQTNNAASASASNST
#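 Test system – GST-tagged human GSK3beta kinase, cell-free · Incubation – 60 min enzyme reaction, room temperature · Signal – ADP-Glo luminescence · Also added – peptide substrate and ATP at 25 µM · Controls – DMSO neutral wells and GW8510 at 20 µM as positive · Buffer or medium – Tris/MgCl2 kinase buffer · Measure – Luminescence-derived activity versus plate DMSO and GW8510 wells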
# HIF act: HIF pathway transcriptional activation; U2OS HRE-luciferase reporter, luminescence; normalized: DMSO 0%, desferrioxamine 100%; activation, % at 7.5 µM (by protocol); hit rate 0.32% among 300,000; AID 1910;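 active = mean activation of at least 10% of the iron chelator positive control signal, with at least half of replicates also reaching 10%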
# Starred values were filed as active, the others as inactive; . = no result given. No enrichment for hits, and some 4.7% of all compounds hit somewhere here.
SMILES,AI-2 QS modul,HSF1 inh,HSF1 activator,KLF5 inhibitor,IEC-6 tox,GSK3A inh,HSP90 inh,aSyn 5UTR inh,GSK3beta inhib,HIF act
CC1CCCCN1c1nc(-c2ccncc2)nc2ccccc12 (stereo unspecified),39.0,-13.2,7.1,-1.9,0.9,4.7,0.6,20.5,-6.4,0.7
COc1ccc(NC(=O)c2cn(-c3ccccc3)nc2SC)cc1,2.7,6.1,23.6,-7.0,1.8,7.5,-3.1,-5.8,0.8,0.7
CN(CC(=O)Nc1ccccc1F)CC(=O)Nc1ccc(F)c(F)c1F,5.2,-5.1,0.1,-7.4,0.8,.,-3.1,-5.6,-0.5,0.0
COc1ccc(CCNCC(O)COc2c(C)cccc2C)cc1OC (stereo unspecified),29.3,-5.7,-3.5,-46.1,-4.3,-0.9,-2.5,7.1,0.4,1.1
CC1CCN(Cc2nnnn2CCCC(=O)N(C)C(C)c2ccccn2)CC1 (stereo unspecified),3.5,-3.1,0.3,-42.3,-0.3,-0.8,0.2,6.4,.,1.9
O=S(=O)(c1ccc(-c2n[nH]c(=S)o2)cc1)N1CCCCC1,20.8,-5.5,-1.6,-1.9,4.1,-2.8,-4.0,15.3,0.9,0.0
CC(C)(C)c1ccc(S(=O)(=O)N2C=CC(C(F)(F)F)=NCC2)cc1,7.7,-5.9,0.3,-31.2,0.8,-1.0,12.0,8.7,-0.7,0.1
O=C(NCCNc1ccc([N+](=O)[O-])cc1)c1ccc(Cl)cc1,-67.9,12.9,17.9,-20.9,8.6,-2.4,2.6,6.6,-1.9,-0.8
Cc1cccc(NC(=O)COC(=O)c2cc3ccccc3oc2=O)c1,0.7,2.7,2.6,-48.8,-0.9,-0.6,-2.9,3.8,1.0,0.2
CCC(C)(C(=O)NC1CCCC1)N(C)C(=O)Cc1c[nH]c2ccccc12 (stereo unspecified),5.4,0.5,4.6,-2.8,-2.3,-0.3,-0.8,7.2,-0.1,-0.1
Cc1ccc(-c2noc(CNC(=O)c3ccoc3C)n2)cc1,-53.5,18.2,13.7,6.1,2.1,6.3,4.3,5.4,-0.4,0.2
CC(=O)Nc1ccc(OCC(O)Cn2c(C)nc3ccccc32)cc1 (stereo unspecified),.,-1.5,-19.6,-43.9,4.9,-2.5,-2.8,-14.5,.,-0.6
NC(=O)C1(c2ccccc2)CCCN1C(=O)c1ccccc1Br (stereo unspecified),9.7,-6.8,0.9,10.7,6.8,-1.3,2.4,24.8,1.5,-0.4
CSCCC(NC(=O)c1cccc(C)c1)C(=O)OCC(=O)NC(=O)c1cccn1C (stereo unspecified),16.1,2.8,5.1,-2.4,4.3,-2.1,2.7,13.8,-3.1,0.2
C=CCNc1nc(Nc2ccc(OC)cc2)nc(OCC)n1,14.0,-5.7,-19.9,-34.9,4.6,1.8,0.4,25.9,5.1,-0.2
C=CCn1c(Oc2ccccc2)nc2c1c(=O)n(C)c(=O)n2C,32.2,-8.2,-4.5,-28.4,6.1,-1.8,-3.9,19.5,0.9,0.9
Cc1ccccc1-n1nc(C(=O)O)c(C)c(C#N)c1=O,20.5,-4.1,-4.7,-9.1,1.3,-0.4,2.3,-9.5,4.3,0.3
COc1ccc(C(=O)O)cc1NCc1ccc(C)s1,25.2,-6.1,-13.2,-17.7,-1.9,1.1,1.8,2.9,1.6,-0.2
CCCc1ccc(S(=O)(=O)N2CCN(Cc3ccco3)CC2)cc1,28.9,-1.6,-22.6,-16.5,1.8,-2.1,3.8,-13.0,2.9,-0.3
N#C/C(=C\c1cccc([N+](=O)[O-])c1)C(=O)NCC1CCCO1 (stereo unspecified),12.8,-10.8,-17.1,-4.1,5.0,-1.7,4.0,-8.4,0.0,-0.8

# Compound profiles, from the list above. Screens in order: AI-2 QS modul	HSF1 inh	HSF1 activator	KLF5 inhibitor	IEC-6 tox	GSK3A inh	HSP90 inh	aSyn 5UTR inh	GSK3beta inhib	HIF act
# COc1ccc(NC(=O)c2cn(-c3ccccc3)nc2SC)cc1 in the list: 2.7	6.1	23.6	-7.0	1.8	7.5	-3.1	-5.8	0.8	0.7
# N#C/C(=C\c1cccc([N+](=O)[O-])c1)C(=O)NCC1CCCO1 (stereo unspecified) in the list: 12.8	-10.8	-17.1	-4.1	5.0	-1.7	4.0	-8.4	0.0	-0.8

# As entered above:
# N#C/C(=C\c1cccc([N+](=O)[O-])c1)C(=O)NCC1CCCO1 (stereo unspecified) @ GSK3beta inhib = 0.0
# COc1ccc(CCNCC(O)COc2c(C)cccc2C)cc1OC (stereo unspecified) @ GSK3beta inhib = 0.4
# CC(=O)Nc1ccc(OCC(O)Cn2c(C)nc3ccccc32)cc1 (stereo unspecified) @ HIF act = -0.6
# Cc1ccc(-c2noc(CNC(=O)c3ccoc3C)n2)cc1 @ IEC-6 tox = 2.1

# (more compounds)
SMILES,AI-2 QS modul,HSF1 inh,HSF1 activator,KLF5 inhibitor,IEC-6 tox,GSK3A inh,HSP90 inh,aSyn 5UTR inh,GSK3beta inhib,HIF act
O=C(C1CC(=O)N(c2ccc3c(c2)OCCO3)C1)N1CCN(c2ccccc2O)CC1 (stereo unspecified),11.5,0.3,0.6,-11.1,-2.3,-2.2,-2.5,-3.3,1.1,-0.4
CC(=O)N/C(=N\c1nc(C)cc(C)n1)Nc1ccccc1Cl,66.6,-4.8,18.9,7.8,1.7,.,9.8,0.7,-1.1,-7.4
Cc1ccc2[nH]c(O)c(N=NC(N)=S)c2c1,14.1,8.1,3.8,-71.0,20.0,3.4,1.5,1.1,6.8,-0.1
Cc1ccc(-n2ncc3c(NCc4ccccc4)ncnc32)cc1,11.3,5.8,12.5,-27.1,1.6,2.5,4.2,-188.7,-0.7,2.7
COc1ccc(N2CCN(Cc3nc4sc(C)c(C)c4c(=O)[nH]3)CC2)cc1,11.0,1.4,2.5,-10.0,6.5,-0.9,-2.2,20.1,-1.3,0.1
CCCOc1ccc(S(=O)(=O)N2CCOCC2)cc1[N+](=O)[O-],8.9,-9.8,-4.1,-10.5,1.4,-5.2,2.4,0.9,-2.6,-0.5
O=C(c1ccc(Cl)c(S(=O)(=O)N2CCCCC2)c1)N1CCCCC1,4.6,6.4,2.8,-9.0,0.2,3.1,0.5,2.0,2.5,0.6
Cc1cccc(N2CCN(C(=O)c3ccccc3OCc3c(C)noc3C)CC2)c1C,33.9,16.1,6.2,.,.,-0.4,.,9.0,-1.6,-13.3
Cc1coc(C)c1C(=O)CC1(O)C(=O)N(Cc2ccccc2)c2ccccc21 (stereo unspecified),-0.4,-10.7,-13.1,-8.1,0.9,-1.6,-1.1,21.6,2.8,-0.1
COc1ccc(CNC(=O)Cn2c(=O)n(CCC(=O)N3CCCCC3)c(=O)c3sccc32)cc1,30.6,-2.9,-0.8,-23.9,-6.0,-2.3,-5.2,-0.4,-0.9,0.2
Cn1c(SCC(=O)Nc2cccc(C(=O)O)c2)nnc1-c1cc2cc(Br)ccc2o1,27.8,5.1,-3.2,0.2,-2.3,-0.1,-2.0,-14.1,0.4,-0.4
Cc1nnc(C)c2c(C)n(N)c(C)c12,14.1,1.4,4.0,-17.0,-0.4,1.2,-3.8,-3.3,2.0,-0.3
Cc1noc(C)c1COC(=O)c1cccnc1Cl,2.3,-8.4,-24.3,6.9,-4.3,-1.5,-3.0,11.9,-8.0,-0.5
CCN(CCNS(=O)(=O)c1ccc2c(c1)oc(=O)n2C)c1ccccc1,-4.6,14.4,2.9,-9.7,-2.5,-1.5,0.0,2.8,3.7,-0.4
CCOC(=O)c1cc2c(ccn2C)n1Cc1ccccc1C,10.5,.,.,-15.7,1.2,-3.6,-4.4,11.0,2.1,0.3
CC1CCN(c2nc(CN3CCCCC3)nc3scc(-c4ccccc4)c23)CC1,18.6,-2.4,8.4,-8.5,-7.6,2.3,0.0,-9.1,-6.0,-11.9
COc1ccc(NC(=O)CC2SC(=NCc3ccccc3OC)NC2=O)cc1 (stereo unspecified),36.3,-5.9,-2.1,15.1,5.8,5.5,2.3,9.8,0.2,-0.4
COCc1nnc(NS(=O)(=O)c2ccc(C)cc2)s1,26.5,1.3,15.0,10.6,-0.4,0.1,0.4,5.2,0.2,-0.6
CCOc1ccccc1N1CSC2=C(C#N)C(c3c(OC)ccc4ccccc34)CC(=O)N2C1 (stereo unspecified),27.5,1.9,5.9,-3.4,-4.8,1.5,-1.8,-12.1,-0.4,-0.3
Cc1ccc(Nc2cc(=O)oc3ccccc23)c(C)c1,11.9,-11.5,-8.4,1.8,7.7,-3.5,-0.2,-14.5,-3.8,2.3
CCCn1c2ccccc2c2cnn(CC(=O)O)c(=O)c21,15.4,-0.1,-7.9,-47.4,2.2,-6.2,0.4,13.2,6.6,-0.5
C[N+]1(CC(=O)OCCCc2ccccc2)CCCCC1,8.9,3.3,0.8,-40.9,8.7,-0.5,3.4,15.6,1.9,-0.7
CN(C)S(=O)(=O)c1cc(NC(=O)CNCc2ccccc2)ccc1Cl,3.5,7.1,36.8,-72.1,-0.8,4.5,1.4,-24.8,-2.7,2.9
COc1ccccc1C1C(C(=O)c2ccco2)=C(O)C(=O)N1c1cc(C)on1 (stereo unspecified),0.3,5.1,-3.0,-54.5,2.1,1.8,0.3,-10.5,2.3,0.0
Nc1c(C(=O)Nc2ccccc2)c2nc3ccccc3nc2n1-c1ccc(O)cc1,12.5,3.9,5.3,-8.6,1.9,2.2,4.9,13.4,1.3,0.1
O=C1NC2(CCCCC2)C(=O)N1c1ccccc1,4.1,6.3,21.8,11.8,-0.1,6.0,6.5,7.5,-0.6,-0.9
CS(=O)(=O)Nc1cccc(C2=NN(C(=O)c3cccc([N+](=O)[O-])c3)C(c3cccs3)C2)c1 (stereo unspecified),33.0,1.6,7.0,-44.3,-2.1,-2.0,1.4,19.7,0.9,-1.1
COc1ccc(C(=O)C2CCCN(Cc3c(C)[nH]c4ccccc34)C2)c(OC)c1 (stereo unspecified),3.1,-5.0,-19.4,7.5,-2.9,-1.0,8.4,23.8,-4.9,-0.6
O=C(COc1ncnc2ccccc12)NCC1CCCO1 (stereo unspecified),21.5,-6.6,9.0,-29.7,-0.7,-1.8,1.4,-16.7,0.2,0.1
CCc1ccccc1NC(=O)C1CCCN(c2nn3c(=O)cc(C)nc3s2)C1 (stereo unspecified),17.2,2.1,0.4,-10.7,2.7,-1.7,-2.4,-1.4,-0.2,0.4
CC(C)Oc1ccccc1OCCCCn1cnc2ccccc2c1=O,5.6,4.2,7.0,-20.4,3.8,3.4,1.7,11.7,1.6,1.4
CCc1nn(CCCC(=O)N2CCc3ccccc3C2)c(=O)c2cc3occc3n12,2.6,-10.2,9.5,-11.9,0.1,-4.1,5.6,13.1,-5.7,0.0
COc1cccc(/C=C2\SC(N3CCCC(C)C3)=NC2=O)c1OC (stereo unspecified),6.3,32.6,48.6,-62.7,4.8,1.0,-1.5,-99.9,3.5,2.3
CC(=O)NS(=O)(=O)c1ccc(NC(=O)CSc2ccc(Cl)cc2)cc1,9.2,-11.5,-7.4,-0.9,-2.4,-1.2,-0.9,7.4,-5.9,-0.9
CCSc1nc2sc3c(c2c(=O)[nH]1)CC(C)(CC)OC3 (stereo unspecified),5.3,-6.7,12.4,8.4,2.7,-3.5,1.4,18.1,3.4,-0.4

# Screens (PubChem)
